Assay outcomes as filed in PubChem BioAssay.
S1P3 antagonist – S1P3 receptor antagonists, primary screen, cell-based. inhibition, % at 4.98 µM. Sphingosine 1-phosphate receptor 3 (Homo sapiens), Q99500. actives 0.27% (n = 170,000). CHO S1P3 NFAT-BLA reporter, FRET fluorescence, antagonist mode. AID 485, 2006;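 active means inhibition above the plate cutoff, the mean inhibition of test wells on that plate plus 3 SD, cut at about 28% in these data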;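 further: cells challenged with S1P at its EC80 of 0.8 µM; blue over green emission ratio from cleaved BLA substrate after 4 h stimulation; 0% = S1P-stimulated wells and 100% = unstimulated DMSO-only wells; some compounds past the cut are filed as inactive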
Target sequence (Q99500 whole entry, looked up): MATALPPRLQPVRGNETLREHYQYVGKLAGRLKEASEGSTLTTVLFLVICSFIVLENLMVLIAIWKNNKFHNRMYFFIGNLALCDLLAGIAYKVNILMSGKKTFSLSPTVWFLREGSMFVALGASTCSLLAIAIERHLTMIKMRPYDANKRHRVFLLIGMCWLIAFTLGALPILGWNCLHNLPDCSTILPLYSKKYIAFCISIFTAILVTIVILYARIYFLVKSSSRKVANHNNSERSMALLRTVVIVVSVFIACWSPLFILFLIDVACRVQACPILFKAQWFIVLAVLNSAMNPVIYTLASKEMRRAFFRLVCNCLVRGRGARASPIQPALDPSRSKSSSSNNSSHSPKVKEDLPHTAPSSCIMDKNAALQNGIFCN
ROMK primary – ROMK potassium channel modulators, primary screen, cell-based, thallium flux, MLSMR library. ATP-sensitive inward rectifier potassium channel 1 (Homo sapiens), P48048. Tet-inducible ROMK, thallium flux fluorescence; actives lie on both sides. B-score at 10 µM. actives 2% (n = 130,000);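 active means signal ratio slope over the read window, or its plate-corrected B-score, at least 3 SD from the plate mean, either direction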;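 further: B-score of the F/F0 ratio slope over 7 to 12 s after thallium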
Target sequence (P48048 whole entry, looked up): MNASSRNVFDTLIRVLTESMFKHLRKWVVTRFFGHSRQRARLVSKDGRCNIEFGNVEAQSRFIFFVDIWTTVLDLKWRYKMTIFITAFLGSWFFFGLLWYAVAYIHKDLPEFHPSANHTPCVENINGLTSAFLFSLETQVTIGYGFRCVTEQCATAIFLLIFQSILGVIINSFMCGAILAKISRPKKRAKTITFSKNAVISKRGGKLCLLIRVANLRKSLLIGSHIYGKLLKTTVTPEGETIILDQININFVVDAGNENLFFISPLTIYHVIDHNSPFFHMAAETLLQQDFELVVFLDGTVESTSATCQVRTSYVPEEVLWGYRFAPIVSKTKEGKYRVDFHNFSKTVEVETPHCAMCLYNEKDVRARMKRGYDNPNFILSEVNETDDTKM
Redox H2O2 prof – compounds producing H2O2 with reducing agent – biochemical, NIH compound library profiling, artefact control for MLSCN library redox annotation, primary screen. actives 0.03% (n = 200,000). DTT-dependent redox cycling H2O2, phenol red/HRP absorbance; 100% = 100 µM peroxide control, 0% = buffer. AID 878, 2007. activation, % at 10 µM;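 active means activation of at least 50% relative to the plate's high and low controls in the primary single-dose screen; inactive means activation below 50%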;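 further: compound incubated with DTT at 0.8 mM final as the reducing agent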
PPARg SRC1 recr – PPARgamma agonists recruiting SRC-1 coactivator, primary screen, biochemical; PPARgamma-SRC-1 coactivator recruitment biochemical assay; actives 0.41% (n = 200,000); activation, % at 8 µM; AID 631, 2007; in the data active means activation above about 19%;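 further: 0% = DMSO and 100% = reference agonist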
bIAP inh – bovine intestinal alkaline phosphatase inhibitors, primary screen, selectivity assay for TNAP inhibitor project, biochemical, bovine IAP, CDP-star luminescence; alkaline phosphatase, intestinal [Bos taurus]; purified bovine IAP, 30 min; inhibition, % at 20 µM; 190,000 tested, under 10 active;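 active means over 50% inhibition of intestinal alkaline phosphatase at 20 µM in the single-dose screen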
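Assay system: bovine IAP enzyme; medium: DEA buffer 100 mM, pH 9.8, with MgCl2 1.0 mM, ZnCl2 0.02 mM; doses: 20 µM single dose; incubation: enzyme reaction for 30 min at room temperature; detection: CDP-star luminescence signal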
L major viab – Leishmania major promastigote growth inhibition, primary screen | Leishmania major promastigotes, resazurin fluorescence viability | inhibition, % at 10 µM | actives 9% (n = 200,000) | AID 1063, 2008; in the data active means inhibition above about 50%;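 further: promastigotes grown with compound for 44 hours at 28 °C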
PPARg SRC-3 ag – PPARgamma agonists recruiting SRC-3 coactivator, primary screen, biochemical; actives 0.26% (n = 200,000); AID 731, 2007; activation, % at 8 µM; biochemical PPARgamma/SRC-3 coactivator recruitment assay; in the data active means activation above about 23%;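 further: 0% = DMSO and 100% = reference agonist; some compounds past the cut are filed as inactive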
TLR4 MyD88 comp – inhibitors of TLR4-MyD88 association in cells, primary screen, cell-based, HeLa CL3-4, BLA complementation, FRET ratio; Toll-like receptor 4 (Homo sapiens) + Myeloid differentiation primary response protein …; HeLa CL3-4 TLR4/MyD88 BLA complementation; inhibition, % at 8.4 µM; actives 0.18% (n = 200,000); in the data active means inhibition above about 25%;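 further: 0% = vehicle and 100% = reference inhibitor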
PPARg SRC2 recr – agonists of PPARg-SRC-2 recruitment, primary screen, biochemical, HTS; Peroxisome proliferator-activated receptor gamma (Homo sapiens), P37231; PPARgamma LBD-SRC-2 recruitment; activation, % at 8 µM; actives 0.34% (n = 200,000); in the data active means activation above about 22%;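 further: 0% = vehicle and 100% = reference agonist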
SRC2 TRFRET art – TR-FRET signal artefacts, primary screen, artefact control for PPARgamma SRC-2 agonist project, biochemical; TR-FRET artefact counter-screen; stronger effect = higher value; TR-FRET ratio at 8 µM; actives 0.4% (n = 200,000); AID 1049, 2008; in the data active means TR-FRET ratio above about 2000; further: inactives centre near 1500
bIAP act – bovine intestinal alkaline phosphatase activators, primary screen, biochemical, bovine IAP, CDP-star luminescence; activation factor at 20 µM; actives 0.17% (n = 200,000); purified bovine IAP, 30 min; stronger effect = higher value; fold of DMSO-control signal, blank-subtracted; AID 1016, 2008; alkaline phosphatase, intestinal [Bos taurus];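 active means activation factor of 2 or more at 20 µM, a signal rise over negative controls twice the positive control's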
* marks the source's active call; other numbers are inactive results; x = no result given.

SMILES	S1P3 antagonist	ROMK primary	Redox H2O2 prof	PPARg SRC1 recr	bIAP inh	L major viab	PPARg SRC-3 ag	TLR4 MyD88 comp	PPARg SRC2 recr	SRC2 TRFRET art	bIAP act
CC(C(=O)NC(C)(C)C)N1C(=O)c2cccc3cccc(c23)C1=O (stereo not given)	-3.8	-0.474	-0.8	-2.7	10.3	8.4	0.8	6.0	2.5	1453	0.9
COc1cc(/C=C/C(=O)O)cc(S(=O)(=O)NCCO)c1OC	-13.1	x	-0.3	7.7	15.3	-1.8	-1.9	-8.0	4.3	1515	0.8
Cc1ccccc1/C=C/c1nc2ccccc2c(=O)n1Cc1ccccc1	-6.9	x	1.7	6.6	-38.2	27.3	2.3	13.7	6.0	1595	1.4
O=C(NCc1cn2ccccc2n1)c1ccc(Br)o1	-0.6	x	0.5	-0.7	3.5	-7.2	2.2	3.1	-2.1	1468	1
O=C(c1ccccn1)N(c1ccccc1)C1(C(=O)NC2CCCCC2)CCCCC1	-11.7	0.92	-0.6	5.1	-7.1	-0.8	5.2	-0.1	5.2	1799	1.1
CC(Oc1ccccc1)c1ccnn1S(C)(=O)=O (stereo not given)	x	x	0.0	-0.8	14.5	-3.9	0.5	7.4	6.7	1535	0.9
O=C1CN(c2ccccc2F)C(=O)CN1c1ccccc1F	-17.1	-0.471	-0.3	3.4	7.1	-1.8	8.3	-9.4	7.1	1550	0.9
O=C(O)CCCc1ccccc1	-8.8	x	-1.2	9.3	2.5	-5.6	1.0	3.4	7.8	1626	1
Cc1ccsc1-c1n[nH]c(=S)n1CC(C)C	-8.8	1.29	-0.1	10.2	26.1	-6.2	6.1	-0.7	0.6	1668	0.7
O=C(CNC(=O)COc1ccccc1)NCCc1ccccn1	-18.9	-0.158	-0.2	2.8	2.7	-2.1	3.0	3.6	-3.0	1590	1
CCOC(=O)c1c(OCCO)noc1N	-19.4	-1.08	-0.5	3.8	-1.9	-2.5	2.9	-2.2	1.5	1598	1
Cc1ccnc(NC(=O)c2cc([N+](=O)[O-])cc([N+](=O)[O-])c2)c1	-5.6	0.101	-0.8	7.3	-6.7	67.0*	1.9	7.5	7.2	1593	1.1
CCCNC(=O)Nc1ccc2c(c1)N(C)C(=O)c1ccccc1S2	x	-0.102	0.0	-2.8	31.0	-2.5	-0.8	-6.3	1.2	1516	0.7
CC(Sc1nnc(-c2cccs2)n1Cc1ccccc1)C(=O)NCc1ccc2c(c1)OCO2 (stereo not given)	x	-0.984	0.2	1.9	-5.5	7.0	-5.2	-5.6	-7.6	1322	1.1
COc1ccc(CC(=O)OCC(=O)Nc2cc(S(=O)(=O)N3CCOCC3)ccc2N2CCCC2)cc1	-0.8	0.014	-2.4	3.8	-10.0	2.2	-1.9	2.7	6.2	1785	1.1
CCN1CCN(Cc2coc3ccc(C)cc3c2=O)CC1	-9.4	x	-0.8	-2.1	0.5	7.2	13.0	-14.8	-0.3	1642	1
O=C1CCCN1c1ccc(S(=O)(=O)NCCc2ccc(Cl)cc2)cc1	x	x	0.0	7.3	32.7	-1.6	0.1	10.1	4.0	1664	0.7
COC(=O)c1ccc(NCCC(=O)O)cc1	1.1	x	0.1	0.4	-17.0	-6.5	-3.9	-9.9	-9.9	1474	1.2
CCOc1ccccc1NC(=O)NC(=O)N(C)S(=O)(=O)c1ccc(C)cc1	19.0	0.0194	-1.1	1.2	2.4	-7.9	4.4	-2.8	-2.5	1565	1
COC(=O)c1cccc(NC(=O)/C=C/c2ccc3c(c2)OCO3)c1	9.4	0.0461	0.1	7.0	0.6	27.0	0.7	-18.3	2.5	1383	1
O=Cc1ccc2cccnc2n1	-18.4	1.29	-0.4	1.6	5.2	-6.6	3.9	6.2	3.9	1697	0.9
Cc1noc(C)c1S(=O)(=O)N1CCC(C(=O)N2CCN(Cc3ccc4c(c3)OCO4)CC2)CC1	x	0.373	0.1	4.9	-16.8	-3.2	-1.3	-8.0	-0.7	1493	1.2
O=C1CCCC2=C1C(Cc1ccccc1)C1=C(CCCC1=O)O2	-12.9	x	2.7	1.1	-4.1	7.5	-3.0	8.1	-6.0	1592	1
O=C(CCN1CCc2ccccc2C1)c1ccc2c(c1)OCCO2	-6.5	x	-3.3	3.7	-2.3	100.5*	-6.1	-6.9	1.4	1652	1
CCn1cc(CNC(=O)NC2CCCCC2)c(C)n1	17.2	x	0.2	4.5	-11.1	-5.1	-1.8	7.3	-6.5	1534	1.1
COC(=O)[C@H](Cc1ccccc1)NC(=O)NCCc1ccc(S(N)(=O)=O)cc1	-11.2	x	1.1	3.8	12.7	2.8	8.0	2.7	12.0	1685	0.9
O=C(O)c1cc(-c2cccs2)[nH]n1	-6.9	0.416	0.2	5.7	11.8	-8.1	6.0	-2.6	0.4	1622	0.9
CCCNC(=O)Cn1c(=O)oc2ccccc21	x	x	-5.8	5.5	4.3	-4.0	6.0	-4.5	-7.1	1507	1
O=S(=O)(c1cccc2nsnc12)N1CCc2ccccc2C1	-7.3	0.0537	0.1	-5.9	7.5	0.5	1.4	-2.3	1.8	1622	0.9
C#Cc1ccc([C@@H]2C=C(C(=O)N3CCN(Cc4ccc5c(c4)OCO5)CC3)O[C@H](OCC)[C@H]2CCCO)cc1	13.8	x	-0.4	-0.3	-27.6	11.2	-3.0	8.4	-1.1	1434	1.3
Cc1cc(C)cc(NS(=O)(=O)c2ccc(Oc3ncc(C(F)(F)F)cc3Cl)cc2)c1	x	x	1.3	4.1	33.6	3.8	-5.9	-3.6	-4.3	1265	0.7
COc1cc2c(cc1OC)C(NC(=O)C(F)(F)F)C/C2=N\O (stereo not given)	10.2	1.13	-2.2	2.9	-10.2	-3.1	1.5	-9.2	8.3	1881	1.1
CC(C)c1ccc(C2NC(=O)CCC2[N+](=O)[O-])cc1 (stereo not given)	-3.0	-0.0545	-0.3	-7.5	4.8	-3.2	4.4	-1.9	1.8	1522	1
COC(=O)c1ccc(SCC(=O)NC2CCCCC2)c([N+](=O)[O-])c1	0.5	0.056	-0.5	-0.4	4.8	-3.3	4.5	-4.4	6.9	1560	1
CC(=O)c1cc2c(cc1NC(=O)CSc1nc3ccccc3o1)OCO2	6.3	1.79	-0.3	5.0	9.0	2.6	3.6	-18.8	6.9	1587	0.9
Cc1onc(-c2c(F)cccc2Cl)c1C(=O)OCC(=O)NC(c1ccccc1)c1ccccc1	x	-0.632	-1.3	-2.5	14.8	10.9	-4.2	10.9	2.8	1640	0.9

An excerpt of these results, as labelled records:
CC(C)c1ccc(C2NC(=O)CCC2[N+](=O)[O-])cc1 (stereo not given)
  S1P3 antagonist = -3.0; ROMK primary = -0.0545; Redox H2O2 prof = -0.3; PPARg SRC1 recr = -7.5; bIAP inh = 4.8; L major viab = -3.2; PPARg SRC-3 ag = 4.4; TLR4 MyD88 comp = -1.9; PPARg SRC2 recr = 1.8; SRC2 TRFRET art = 1522; bIAP act = 1

Cc1cc(C)cc(NS(=O)(=O)c2ccc(Oc3ncc(C(F)(F)F)cc3Cl)cc2)c1
  S1P3 antagonist = x; ROMK primary = x; Redox H2O2 prof = 1.3; PPARg SRC1 recr = 4.1; bIAP inh = 33.6; L major viab = 3.8; PPARg SRC-3 ag = -5.9; TLR4 MyD88 comp = -3.6; PPARg SRC2 recr = -4.3; SRC2 TRFRET art = 1265; bIAP act = 0.7

O=C(O)c1cc(-c2cccs2)[nH]n1
  S1P3 antagonist = -6.9; ROMK primary = 0.416; Redox H2O2 prof = 0.2; PPARg SRC1 recr = 5.7; bIAP inh = 11.8; L major viab = -8.1; PPARg SRC-3 ag = 6.0; TLR4 MyD88 comp = -2.6; PPARg SRC2 recr = 0.4; SRC2 TRFRET art = 1622; bIAP act = 0.9

Carrying on.
SMILES	S1P3 antagonist	ROMK primary	Redox H2O2 prof	PPARg SRC1 recr	bIAP inh	L major viab	PPARg SRC-3 ag	TLR4 MyD88 comp	PPARg SRC2 recr	SRC2 TRFRET art	bIAP act
Cn1c(NC(=O)COc2ccccc2)cc(=O)n(C)c1=O	x	x	-0.7	7.1	-4.9	-0.6	10.4	4.4	-3.5	1522	1
C=CCN1C(=O)C(O)(CC(=O)c2ccc(OC)cc2OC)c2cc(Br)ccc21 (stereo not given)	9.6	-0.576	0.8	-1.1	8.2	73.8*	-8.7	-0.2	-5.8	1611	0.9
CC(=O)OCC(=O)[C@@]1(O)[C@H](C)C[C@H]2[C@@H]3CCC4=CC(=O)C=C[C@]4(C)[C@@]3(F)[C@@H](O)C[C@@]21C	1.8	0.605	0.2	7.8	-20.2	-1.7	-0.8	5.1	-8.1	1366	1.2
Cc1ccc(S(=O)(=O)n2c(=O)oc3ccccc32)cc1	11.0	0.252	-2.7	-0.3	-4.1	-0.1	-0.6	1.8	7.1	1536	1
Cc1ccccc1NC(=O)c1sc(Cl)nc1-c1ccccc1	x	-1.19	-1.2	-2.5	20.6	-2.5	4.1	6.2	5.1	1627	0.8
C=CCNc1nc2c3ccccc3n(C(C)=O)c2s1	-25.5	x	-1.7	13.0	10.5	29.8	11.9	-1.4	5.9	1873	0.9
O=C1N(c2ccccc2)C2CS(=O)(=O)CC2N1c1ccc(Br)cc1 (stereo not given)	-9.2	-0.279	2.5	-4.2	10.8	29.8	-4.3	-10.5	2.1	1561	0.9
CCOC(=O)C(NC(=O)c1ccccc1Cl)(Nc1ccc(C(F)(F)F)cc1)C(F)(F)F (stereo not given)	-10.3	x	-0.6	4.3	10.3	12.1	4.5	10.4	0.5	1430	0.9
Cc1ccc(C2SCCN2C(=O)c2ccc([N+](=O)[O-])cc2)cc1 (stereo not given)	-5.8	-0.385	0.3	5.9	16.3	50.0*	-2.1	-7.3	2.0	1663	0.8
Cc1cccc(S(=O)(=O)C(C#N)c2nc3ccccc3nc2N2CCCC2)c1 (stereo not given)	0.1	-0.406	-0.6	19.0*	12.5	2.5	14.3	-6.2	11.4	1588	0.9
COCCn1c(=NC(=O)c2ccc3c(c2)OCCO3)sc2cc(S(N)(=O)=O)ccc21	4.2	0.466	0.6	7.4	-4.0	2.2	-3.2	3.5	0.5	1643	1
CC(=O)c1cccc(NC(=S)NCCC2=CCCCC2)c1	x	x	-4.1	0.1	13.8	-5.0	5.0	-7.0	8.6	1624	0.9
CCOC(=O)C1=NNC2(c3ccc(Cl)cc3)C(=O)N(c3ccc(C)cc3)C(=O)C12 (stereo not given)	-4.5	x	0.4	5.7	6.5	-1.6	0.3	-10.7	0.8	1593	0.9

Compounds as they come; 11% or so of the library scored in one or more.
